# GSH fluor = compound fluorescence on glutathione beads, profiling panel, artefact control, biophysical, 488/530 nm, flow cytometry; fluorescence (KMESF) at 10 µM; hit rate 0.25% among 190,000; GSH beads flow cytometry, compound fluorescence 488/530 nm; active compounds read high; in the data active means fluorescence above about 89;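 further: glutathione beads carrying GST-tagged Bcl family fusion proteins plus one bare bead set; values are compound well signal with DMSO vehicle wells as background; inactives centre near 16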
# Bim-Bcl-B = inhibitors of Bim-Bcl-B binding, primary screen, biochemical, multiplexed, human Bcl-2 family; Bcl-2-like protein 10 (Homo sapiens), Q9HD36; bead-based flow cytometry, Bim peptide-Bcl-B binding; AID 951, 2007; hit rate 0.073% among 190,000; inhibition, % at 10 µM;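 further: 0% = tracer peptide without compound and 100% = reference inhibitor peptide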
# Target sequence (Q9HD36 whole entry, looked up): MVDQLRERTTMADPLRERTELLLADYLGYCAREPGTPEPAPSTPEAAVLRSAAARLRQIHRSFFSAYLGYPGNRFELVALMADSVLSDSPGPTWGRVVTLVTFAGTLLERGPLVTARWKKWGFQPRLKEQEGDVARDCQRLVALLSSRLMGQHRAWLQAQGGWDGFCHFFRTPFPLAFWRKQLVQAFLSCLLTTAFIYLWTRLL
# Avidin bead fluor = green autofluorescence of compounds with avidin beads – biophysical, 488/530 nm, flow cytometry, artefact control, profiling panel; AID 1775, 2009; fluorescence (KMESF) at 10 µM; hit rate 0.38% among 220,000; compound fluorescence 488/530 nm; active compounds read high; in the data active means fluorescence above about 47; further: inactives centre near 10
# Bim-Bcl-XL = inhibitors of Bim-Bcl-XL binding, primary screen, biochemical, multiplexed, bead flow cytometry, human Bcl-XL; Bim peptide-Bcl-XL binding, fluorescence; inhibition, % at 10 µM; hit rate 0.04% among 190,000; Bcl-2-like protein 1 (Homo sapiens), Q07817
# Target sequence (Q07817 whole entry, looked up): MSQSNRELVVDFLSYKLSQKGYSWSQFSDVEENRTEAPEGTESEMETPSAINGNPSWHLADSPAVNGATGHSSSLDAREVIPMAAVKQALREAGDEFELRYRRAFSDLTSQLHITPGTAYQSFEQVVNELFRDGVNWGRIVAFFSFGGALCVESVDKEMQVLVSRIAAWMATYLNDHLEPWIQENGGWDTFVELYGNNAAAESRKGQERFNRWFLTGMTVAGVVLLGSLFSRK
# RGS4-Gao reg = modulators of RGS4 binding to Galphao, primary screen, biochemical, multiplexed bead flow cytometry; actives lie on both sides; Guanine nucleotide-binding protein G(o) subunit alpha (Homo sapiens), P09471; hit rate 0.33% among 220,000; binding response (% of control), % at 10 µM; AID 1415, 2008; in the data active means binding response below about 49% or above about 150%; inactive means in between;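 further: fluorescent Galphao activated with aluminum fluoride binding bead-coupled RGS4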
# ABCG2 block = ABCG2 efflux pump inhibitors, primary screen, multiplex with ABCB1, IgMXP3 cells, flow cytometry; Broad substrate specificity ATP-binding cassette transporter ABCG2 (Homo sapiens), Q9UNQ0; JC-1 efflux; inhibition, % at 6.6 µM; hit rate 0.1% among 190,000;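 active means inhibition above 80%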;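 further: 0% = DMSO and 100% = nicardipine control wells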
#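 Measure – % inhibition of efflux relative to nicardipine and DMSO · Test system – ABCG2 IgMXP3 and barcoded ABCB1 CCRF-Adr cell mix · Control set – nicardipine as high control, DMSO as low control · Compound – one concentration, 6.6 µM final · Signal – flow cytometry of retained JC-1 fluorescence · Timing – 10 min exposure at 25 °C with rotation, no wash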
# RGS7-Gao reg = RGS7-Galphao binding modulators, primary screen, biochemical, multiplexed bead flow cytometry | AID 1439, 2008 | hit rate 0.35% among 220,000 | binding response (% of control), % at 10 µM | Guanine nucleotide-binding protein G(o) subunit alpha (Homo sapiens), P09471 | actives lie on both sides; in the data active means binding response below about 49% or above about 150%; inconclusive means no clear call, values can overlap the other calls; inactive means in between;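 further: fluorescent Galphao held in activated GDP-AlF4 state binding bead-coupled RGS7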
# Bim-Bcl-W = inhibitors of Bim binding to Bcl-W, primary screen, biochemical, multiplexed, bead-based flow cytometry; Bim peptide-Bcl-W binding; inhibition, % at 10 µM; hit rate 0.02% among 190,000; AID 952, 2007;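 further: 0% = bound tracer without compound and 100% = peptide blocker; higher means less fluorescent Bim peptide bound to Bcl-W beads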
# Target sequence (Q92843 whole entry, looked up): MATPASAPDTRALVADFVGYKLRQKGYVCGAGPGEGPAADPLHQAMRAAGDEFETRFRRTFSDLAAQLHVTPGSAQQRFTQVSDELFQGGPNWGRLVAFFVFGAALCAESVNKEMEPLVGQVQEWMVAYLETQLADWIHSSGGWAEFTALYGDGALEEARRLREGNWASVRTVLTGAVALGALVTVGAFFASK
# Bim-Bcl-2 = inhibitors of Bim-Bcl-2 binding, primary screen, biochemical, multiplexed, human Bcl-2 family | inhibition, % at 10 µM | Bead-based flow cytometry, Bim peptide-Bcl-2 binding | hit rate 0.06% among 190,000 | Apoptosis regulator Bcl-2 (Homo sapiens), P10415; in the data active means inhibition above about 40%; inconclusive means no clear call, values can overlap the other calls;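 further: 0% = no compound wells with probe peptide and 100% = reference peptide inhibitor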
# Target sequence (P10415 whole entry, looked up): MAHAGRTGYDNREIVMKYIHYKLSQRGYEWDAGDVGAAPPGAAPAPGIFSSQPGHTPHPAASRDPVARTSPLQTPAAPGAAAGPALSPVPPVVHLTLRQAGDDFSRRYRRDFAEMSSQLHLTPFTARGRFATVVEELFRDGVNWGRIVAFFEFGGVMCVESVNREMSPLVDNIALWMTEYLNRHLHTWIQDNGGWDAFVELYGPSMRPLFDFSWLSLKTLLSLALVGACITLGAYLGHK
# Bfl-1 Bim block = inhibitors of Bim binding to Bfl-1, primary screen, biochemical, multiplexed, bead-based flow cytometry. Bcl-2-related protein A1 (Homo sapiens), Q16548. Bim-Bfl-1 binding inhibition. inhibition, % at 10 µM. hit rate 0.12% among 190,000;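 further: 0% = wells without compound plus tracer and 100% = blocker peptide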
# ABCB1 block = ABCB1 efflux pump inhibitors, primary screen, cell-based, multiplex, flow cytometry, ABCG2 counter-screen; ATP-dependent translocase ABCB1 (Homo sapiens), P08183; CCRF-Adr cells, JC-1 efflux; inhibition, % at 6.6 µM; hit rate 0.067% among 190,000; AID 1326, 2008; in the data active means inhibition above about 40%;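 further: 0% = vehicle and 100% = reference inhibitor; higher value means more JC-1 retained so stronger ABCB1 efflux block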
# The depositor's hits bear a star; ? = inconclusive; nt = not tested or not shown. Unless noted, no stated cut-off is given here; in the data, active means inhibition above about 40%.
# Each structure is followed by: Avidin bead fluor	RGS4-Gao reg	Bim-Bcl-2	Bfl-1 Bim block	GSH fluor	ABCB1 block	RGS7-Gao reg	Bim-Bcl-XL	ABCG2 block	Bim-Bcl-W	Bim-Bcl-B
- COc1ccc2c(c1)OC13CCN(C)CC1C2C(C(=O)c1ccc(F)cc1)C(=O)N3 (stereo unspecified)
    5	94	-2	-1	13	-0.2	96	-5	-2	-7	-5
- COc1ccc(CC(=O)OC2CCCN(C)C2)cc1 (stereo unspecified)
    11	101	-3	-2	10	0.6	97	1	3	2	-2
- c1cncc(Nc2nc(-c3cccs3)cs2)c1
    27	105	-5	-5	14	-0.1	122	0	0	0	-9
- Cn1c2c(c(=O)n(C)c1=O)C(C(F)(F)F)(C(F)(F)F)N=C(c1ccc(Cl)cc1)N2
    18	96	-2	-9	10	1.1	99	1	10	0	-7
- C=CCn1nc(-c2ccccc2)c(N2CCCCC2)cc1=O
    10	101	-4	-4	14	1.0	104	-3	5	0	-4
- O=C(NC(=S)Nc1cccc(NC(=O)c2ccccc2Cl)c1)c1cccs1
    10	104	-5	-4	24	0.1	104	-8	0	-6	-6
- O=C(/C=C/c1ccnc2ccccc12)c1cccs1
    8	101	-1	-1	15	0.8	?	-4	7	-4	-6
- CC(=O)N(C)c1ccc(NC(=S)Nc2ccc(C(C)C)cc2)cc1
    10	100	-2	-5	26	0.6	102	0	2	1	-3
- Cc1ccc2cccc(OCC(=O)NCc3ccco3)c2n1
    12	94	-11	-5	25	-2.8	96	-1	0	0	-8
- Cc1ccc(S(=O)(=O)N/N=C/c2ccccc2O)cc1[N+](=O)[O-]
    9	101	-1	-3	16	0.4	101	0	-1	0	0
- Cc1cccc(NC(=O)c2ccc(N3CCOCC3)c([N+](=O)[O-])c2)n1
    10	104	0	-3	21	0.7	?	1	14	2	-2
- O=S(=O)(c1ccc2c(c1)C(=NO)c1cc(S(=O)(=O)N3CCCCC3)ccc1-2)N1CCCCC1
    10	100	2	2	22	-0.3	97	0	0	0	2
- O=C(Nc1ccc(CSc2ccccc2)cc1)c1ccccc1
    10	99	-4	-3	11	0.4	99	-4	12	0	-1
- COc1ccc(NC(=O)NNC(=O)c2ccccc2-n2cccc2)cc1OC
    8	103	0	-5	20	-0.4	102	-3	0	0	-3
- CNc1oc(-c2ccc(Cl)cc2)nc1P(=O)(c1ccccc1)c1ccccc1
    18	108	0	-2	8	0.5	97	-1	2	0	-2
- CCOc1ccccc1/C=C(/NC(=O)c1ccccc1)C(=O)NC(C)c1ccccc1 (stereo unspecified)
    6	102	-5	-8	19	1.2	103	-15	3	-18	-13
- Cc1cccc(C(=O)OC2CCN(C)CC2)c1
    11	101	0	-2	21	0.8	102	0	6	-1	-1
- S=c1[nH]nc(-c2cccs2)n1/N=C/c1cccs1
    11	102	0	7	14	-1.2	102	1	-3	5	-36
- CCC(CC)C(=O)Nc1ccc(S(=O)(=O)Nc2nccs2)cc1
    19	101	-1	-1	12	0.1	102	0	1	0	-1
- CCCCNC(=O)c1nn(-c2ccccc2OC)c(=O)c2ccccc12
    31	100	-8	-15	25	3.4	105	-7	9	0	-8

# Ordered by the number under ABCG2 block (lowest first): some entries from above.
canonical_smiles	ABCG2 block
S=c1[nH]nc(-c2cccs2)n1/N=C/c1cccs1	-3
COc1ccc2c(c1)OC13CCN(C)CC1C2C(C(=O)c1ccc(F)cc1)C(=O)N3 (stereo unspecified)	-2
CC(=O)N(C)c1ccc(NC(=S)Nc2ccc(C(C)C)cc2)cc1	2

# (continued)
# Each structure is followed by: Avidin bead fluor	RGS4-Gao reg	Bim-Bcl-2	Bfl-1 Bim block	GSH fluor	ABCB1 block	RGS7-Gao reg	Bim-Bcl-XL	ABCG2 block	Bim-Bcl-W	Bim-Bcl-B
- Cn1c(C(O)c2ccccc2F)nc(Cl)c1Cl (stereo unspecified)
    16	94	1	1	6	0.1	96	2	0	0	0
- CC1CCCCN1CCNC(=O)c1cc2c(=O)n(C)c3ccccc3c2n1C (stereo unspecified)
    21	103	-6	-10	20	0.2	113	-5	2	0	-7
- CCCCOc1cccc(C(=O)NNC(=S)NC2CCCCC2)c1
    8	105	?	nt	29	0.2	103	nt	9	nt	nt
- C/C(=C\C=C(C#N)C#N)c1cc(C#N)c(N)o1
    11	102	0	-1	21	0.2	?	-2	10	-1	1
- COc1ccc(N2C(=O)CC(S/C(N)=N/N=C(\C)c3cccs3)C2=O)cc1 (stereo unspecified)
    16	102	-5	-14	21	0.0	109	-2	1	3	-5
- OC1COC(OCC2OC(OCc3ccccc3)C(O)C(O)C2O)C(O)C1O (stereo unspecified)
    6	98	3	-5	21	-0.8	97	-3	-2	-1	-1
- COc1ccc(S(=O)(=O)N2CC3C4C=CC(C4)C3C2)cc1 (stereo unspecified)
    11	101	-9	-16	35	1.0	100	-16	3	1	-11
- CCO[C@@H]1OC(C(=O)N2CCN(Cc3ccccc3)CC2)=C[C@H](C2CC2)[C@H]1CCCO
    5	97	0	-6	17	1.9	97	-2	5	0	-1
- Cc1cnc([N+](=O)[O-])n1CCOC(=O)NC(=O)c1c(F)cccc1F
    13	100	-1	-2	10	0.6	105	0	6	-1	-1
- CS(=O)(=O)c1ccc2nc(NC(=O)c3ccc(Cl)nc3)sc2c1
    8	95	0	-6	12	0.4	?	0	5	2	-2
- COC1=NS(=O)(=O)c2ccccc21
    25	101	-3	-8	10	0.3	106	-7	3	-5	-8
- CCc1cc2cc(C)cc(C)c2nc1SCC(=O)Nc1cc(C)on1
    14	101	-2	-6	15	-0.1	99	-3	1	-2	-5
- Cc1nonc1CN(C)C(=O)c1ccc(OC2CCN(Cc3ccccn3)CC2)cc1
    7	101	-2	-5	14	1.1	102	-5	13	0	0
- COc1cccc(/C=N/N2C(=O)NC3(CCCCC3)C2=O)c1O
    25	96	-2	-8	26	0.4	100	-7	3	0	-8
- CCn1c(C)[n+](CCCS(=O)(=O)[O-])c2cc(Cl)c(Cl)cc21
    22	95	2	0	10	0.6	94	3	3	2	1
- CCOc1cc(CN2CCN(c3ccc(C(C)=O)cc3)CC2)ccc1OC
    6	100	-2	1	23	0.9	98	-1	2	0	-3
- COc1cc(OC)c(S(=O)(=O)Nc2ccccc2NC(=O)CN2CCOCC2)cc1NC(C)=O
    12	111	0	0	14	0.8	106	-1	1	-1	0
- CCOc1ccc(-c2c(C)n([O-])c3c([n+]2=O)CCCCC3)cc1
    9	105	-5	-4	14	-0.8	96	-2	0	-3	-2
- O=C(NC1=NCCS1)c1ccncc1
    11	102	-1	2	8	0.1	98	1	1	0	13
- COC(=O)c1oc2ccc(Cl)cc2c1NC(C)=O
    31	97	-4	0	13	0.2	101	0	2	-2	-5
- Cc1cc(Cl)ccc1OCc1nc(-c2ccncc2)no1
    19	107	-3	-4	11	0.0	?	-2	1	-4	-5
- COc1ccc(C(=O)N/C(=C\c2cc(OC)c(OC)cc2[N+](=O)[O-])C(=O)NCC(=O)O)cc1
    21	108	1	-3	11	0.1	104	0	1	0	1
- Cc1c(-n2c(=S)[nH]c3ccccc3c2=O)c(=O)n(-c2ccccc2)n1C
    11	100	-17	-9	49	-0.3	105	-7	1	0	-31
- CN1CCN(c2nc(C(N)=O)cc(-c3ccccc3)n2)CC1
    34	100	0	0	27	0.1	100	-7	4	-4	-5
- COc1ccc(C(=O)C2CCCN(C(=O)c3cccnc3SC)C2)c(C)c1 (stereo unspecified)
    6	95	-3	3	14	0.8	95	-4	0	-1	-2
- Cc1ccccc1Cn1nnc(-c2ccc(C(=O)O)cc2)n1
    12	99	-1	-2	18	0.2	101	-5	1	-1	-1
- CC1(C)Cc2c(C#N)c(NCC3CCCO3)nc(-c3ccco3)c2CO1 (stereo unspecified)
    34	106	0	7	10	1.3	106	0	7	-1	0
- CC(C)(C)c1ccc(C(=O)c2c[nH]c(C(=O)NCc3cccnc3)c2)cc1
    35	91	0	-2	13	0.3	98	0	2	-1	-1
- O=C(Nc1ccccc1)c1ccc(OC(=O)c2cc3ccccc3o2)cc1
    8	99	1	0	4	0.0	97	0	-1	0	0
- CCSc1nnc(NC(NC(=O)c2ccco2)(C(F)(F)F)C(F)(F)F)s1
    7	105	-7	-8	40	0.3	105	1	1	3	-10
- CCC1CCCCN1CCCNC(=O)CNC(=O)Cn1ccc2ccccc2c1=O (stereo unspecified)
    11	98	-6	-4	17	0.2	100	-7	17	-2	0
- Cc1ccccc1NC(=O)COC(=O)CCc1ccccc1
    26	102	3	-2	22	0.7	103	5	2	6	1
- O=C(Cn1c(=O)[nH]n(-c2ccccc2)c1=O)N1CCCc2ccccc21
    10	92	4	11	31	1.3	86	3	10	6	5
- O=C(COC(=O)CCSc1ccc(Cl)cc1)NCc1ccccc1
    15	102	0	-1	7	1.4	102	-6	14	-3	-3
- O=C1CCCC2=C1C(c1ccc(Br)cc1)c1c([nH]c(=S)[nH]c1=O)N2 (stereo unspecified)
    6	98	0	9	29	-0.4	98	-6	-3	-3	-10
- COc1ccc(-n2c(CNC(=O)COc3ccccc3)n[nH]c2=S)cc1
    4	91	4	8	11	-2.8	80	-5	-8	-4	-2
- COc1ccc(C(=O)N/N=C/C(Br)=C/c2ccccc2)cc1
    9	100	-5	-1	11	-1.6	101	-7	-8	-4	-6
- CCOC(=O)Cn1c(-c2ccccn2)nc2ccccc21
    34	102	-2	-2	12	0.5	100	-2	3	-1	1
- COc1ccc(-c2nc(CN3CCC(C(=O)N4CCc5ccccc54)CC3)c(C)o2)cc1OC
    5	107	-4	-5	14	0.3	105	-4	-1	-2	-4
- O=C(NC1CCCC1)NS(=O)(=O)c1ccccc1Cl
    6	101	-25	2	22	0.1	105	-1	0	3	-1
- Cc1nc2sc(C(c3ccccc3)N3CC(C)OC(C)C3)c(O)n2n1 (stereo unspecified)
    11	102	-16	-18	26	-0.1	101	-13	1	-8	-13
- Fc1ccccc1NC(=S)NN(Cc1ccccc1)c1ccccc1
    11	100	-7	-10	13	1.0	99	0	5	3	-9
- CCSc1nnc(NC(=O)C2CCCCC2)s1
    11	98	1	0	12	0.5	97	0	4	0	3
- O=C(CP(=O)(c1ccccc1)c1ccccc1)N/N=C/c1cc(Br)cc(Br)c1O
    13	95	-7	-6	13	-0.3	97	-9	0	-4	-5

# Screening results (PubChem BioAssay)
